HSP90 inh: HSP90 refolding inhibition in rabbit reticulocyte lysate | luciferase refolding luminescence, 3 h | inhibition, % at 5.6 µM | 290,000 tested, 0.91% active | AID 1789;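 active = inhibition above the screen-wide mean plus 3 SD, computed separately per campaign, cut at about 16% in these data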;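 note: 0% = DMSO wells and 100% = 60 µM geldanamycin wells; inhibitors lower the luminescence because luciferase stays unfolded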
aSyn UTR inh: MLPCN primary screen, SNCA 5' untranslated region. alpha-synuclein 5'UTR reporter, inhibitor activity. inhibition, % (tested at 7.5 µM). 300,000 tested, 0.82% active. AID 1813; in the data active = inhibition above about 60%;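 note: H4 neuroglioblastoma cells stably carrying SNCA 5'UTR luciferase fusion; 0% = DMSO wells and 100% = positive control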
HIF act: HIF pathway transcriptional activation. U2OS HRE-luciferase reporter, luminescence; normalized: DMSO 0%, desferrioxamine 100%. activation, % at 7.5 µM (by protocol). 300,000 tested, 0.32% active. AID 1910;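 active = mean activation of at least 10% of the iron chelator positive control signal, with at least half of replicates also reaching 10%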
IEC-6 cytotox: kills IEC-6 intestinal cells in KLF5 counter-screen; 290,000 tested, 0.78% active; inhibition, % at 5 µM; IEC-6 cytotoxicity, luminescence viability; in the data active = inhibition above about 22%;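 note: 0% = plate median of test compound wells and 100% = cytotoxic reference compound wells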
AI-2 QS mod: Vibrio harveyi AI-2 quorum sensing modulation | Vibrio harveyi JMH597 AI-2 luminescence/OD600 ratio, 9 h; hits give low values; strain lacks LuxN and CqsS sensors; 0 = neutral-control median | 300,000 tested, 0.4% active | AID 2094 | activity change, % at 7.5 µM; in the data active = activity change below about -75%, passing the limit was not always enough;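 note: luminescence divided by OD600 gain over 9 h not by final OD600 alone; inactives centre near 13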
HSF1 inhib: HSF1 inhibition | 300,000 tested, 0.77% active | activity change, negative = inhibition, % at 7.5 µM (by protocol) | AID 2098 | NIH3T3-HGL HSE-luciferase, MG132-induced, luminescence 8 h; hits give low values;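 active = more than half of replicate wells show activity change below -50%, luminescence cut by over half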;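 note: luciferase reports HSF-1 transcriptional activity via heat shock element; 0% = median of DMSO wells and -100% = zero luminescence signal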
KLF5 inhibitor: suppresses KLF5 promoter-driven expression; DLD-1 KLF5 promoter-luciferase reporter, luminescence; inhibition, % at 5 µM; 290,000 tested, 0.23% active; AID 1700;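 active = inhibition above a per-plate limit of that plate's mean compound inhibition plus 3 SD, cut at about 60% in these data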;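 note: 0% = DMSO wells and 100% = LY294002 at 200 µM; higher means less KLF5 promoter-driven luciferase light; inactives centre near -14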
GSK3A inh: blocks human GSK-3 alpha kinase; P49840; inhibition, % at 10 µM; ADP-Glo luminescence, 60 min; 320,000 tested, 0.1% active;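 in the data active = inhibition above about 50%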;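 note: GST-tagged GSK-3 alpha with peptide substrate and 25 µM ATP; 0% = DMSO neutral wells and 100% = GW8510 positive control wells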
Target sequence (P49840 whole entry, looked up): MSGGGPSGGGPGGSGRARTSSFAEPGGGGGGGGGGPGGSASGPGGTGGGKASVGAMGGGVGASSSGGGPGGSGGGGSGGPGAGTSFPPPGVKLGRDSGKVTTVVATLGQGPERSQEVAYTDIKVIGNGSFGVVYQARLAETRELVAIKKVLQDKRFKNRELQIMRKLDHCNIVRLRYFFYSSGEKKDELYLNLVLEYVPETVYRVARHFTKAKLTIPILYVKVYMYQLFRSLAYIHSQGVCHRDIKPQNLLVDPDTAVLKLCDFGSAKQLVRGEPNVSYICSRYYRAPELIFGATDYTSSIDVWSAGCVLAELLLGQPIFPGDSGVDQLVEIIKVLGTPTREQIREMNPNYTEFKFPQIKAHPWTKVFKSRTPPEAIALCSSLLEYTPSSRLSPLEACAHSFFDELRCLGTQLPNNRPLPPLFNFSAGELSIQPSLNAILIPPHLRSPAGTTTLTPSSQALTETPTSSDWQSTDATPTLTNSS
HSF-1 act: increases HSF-1 driven luciferase reporter signal. NIH3T3-HGL HSF-1 luciferase reporter, MG132, 8 h; 100% = twice DMSO control signal. activation, % at 9 µM. 300,000 tested, 1.7% active. AID 504408;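 active = mean replicate activation of at least 50% with a set share of replicates each reaching 50%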;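 note: 0% = median of the neutral control wells and 100% = twice that signal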
GSK3beta inhib: human GSK3beta kinase inhibition; 300,000 tested, 0.038% active; P49841; GST-GSK3beta kinase, ADP-Glo luminescence, 60 min; hits give low values; AID 2097; activity score (negative = inhibition), % at 10 µM;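 active = more than half of replicate wells score below -50%, meaning over 50% inhibition versus plate controls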;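 note: 0% = median DMSO wells and -100% = median GW8510 positive control wells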
Target sequence (P49841 whole entry, looked up): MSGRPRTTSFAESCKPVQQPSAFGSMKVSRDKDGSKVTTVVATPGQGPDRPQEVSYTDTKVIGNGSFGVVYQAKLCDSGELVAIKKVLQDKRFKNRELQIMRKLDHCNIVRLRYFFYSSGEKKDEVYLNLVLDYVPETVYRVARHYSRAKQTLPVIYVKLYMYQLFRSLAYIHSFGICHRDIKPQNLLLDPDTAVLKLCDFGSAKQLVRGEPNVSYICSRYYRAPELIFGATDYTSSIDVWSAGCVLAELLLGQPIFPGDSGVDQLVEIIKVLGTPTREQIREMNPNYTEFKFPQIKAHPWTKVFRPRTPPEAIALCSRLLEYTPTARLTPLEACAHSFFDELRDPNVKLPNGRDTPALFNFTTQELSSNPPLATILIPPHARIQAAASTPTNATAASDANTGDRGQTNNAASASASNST
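Test system: GST-fused GSK3beta enzyme, cell-free | Quantity: 1.6 ng GST-GSK3beta enzyme per well | Reagent: 25 µM ATP with peptide substrate | Schedule: 60 min enzyme reaction, room temperature | Signal: Luminescent ADP-Glo measurement of ADP formed | Read-out basis: Score relative to plate controls | Control set: DMSO and 20 µM GW8510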
* = called active by the depositor; . = not tested or not shown.

SMILES	HSP90 inh	aSyn UTR inh	HIF act	IEC-6 cytotox	AI-2 QS mod	HSF1 inhib	KLF5 inhibitor	GSK3A inh	HSF-1 act	GSK3beta inhib
O=S(=O)(NCc1ccccn1)c1ccc2ccccc2c1	5	-11	0.7	-1	14	38	-3	-3	72*	-2
COc1ccc(-n2nc3c(c2NC(=O)c2c(-c4ccccc4Cl)noc2C)CS(=O)(=O)C3)cc1	-1	-17	-0.1	4	32	11	-14	-1	11	2
Nc1cc2c(cc1C(=O)c1ccccc1)OCCO2	4	7	-1.1	10	1	-4	-22	-3	2	1
O=C(CCCOc1ccc(Br)cc1)Nc1ccc(S(=O)(=O)N2CCOCC2)cc1	.	11	-0.1	.	1	12	.	1	21	0
COc1ccc(C(=O)NC=C2C(=O)OC(C)(C)OC2=O)cc1	-3	-5	-0.1	-3	18	-7	4	-1	2	-1
COCCCn1c(-c2ccccc2)nc2ccccc2c1=O	-1	-5	0.3	-6	27	-10	-2	-4	12	-6
Cc1ccc(-n2c(SCC(=O)Nc3ccc(C(=O)O)cc3)nnc2-c2ccncc2)cc1	0	18	-0.2	0	13	-1	-14	13	2	-3
Cc1c(Cl)cccc1NC(CC(=O)c1ccccc1)C(=O)OCC(=O)c1cccs1 (centres undefined)	0	-26	2.0	-6	25	24	-11	-4	32	1
N=c1n(CCc2ccccc2)c2ccccc2n1Cc1ccccc1F	-6	-27	-0.2	-2	25	-6	-27	3	-7	1
COc1ccc(NC(=O)C(CCS(C)(=O)=O)NC(C)=O)cc1 (centres undefined)	-4	-29	0.0	-1	37	-8	-10	-2	-27	3
O=C(O)CC1S/C(=N/N=C/c2ccc([N+](=O)[O-])cc2)N(c2ccc(O)cc2)C1=O (centres undefined)	-1	-11	0.0	-3	22	-11	-8	-2	-9	0
CCOc1ccc(/C=C2\N=C(c3cccs3)OC2=O)cc1OC	-1	-8	-0.3	0	1	13	-8	0	36	0
Cc1cccn2c(=O)c(/C=C(\C#N)C(=O)NC3CCS(=O)(=O)C3)c(Oc3ccc(F)cc3)nc12 (centres undefined)	13	6	0.1	-3	13	41	-26	-2	50	-2
CCCCN(CCCC)c1nc(OC)nc(-n2nnc(C(C)=O)c2C)n1	0	35	-0.2	1	15	-5	-14	1	-23	-2
CCc1nnc(NC(=O)c2ccc(S(=O)(=O)N3CCCCC3)cc2)s1	-3	-27	-9.5	8	17	-3	-4	-1	-12	1
Cc1cc2nccc(-c3cccnc3)n2n1	2	14	-0.3	-5	14	-7	-9	-2	-2	-1
Cc1ccc(NC(=O)COc2ccccc2)c(NC(=O)c2ccccc2C)c1	-2	-2	-0.3	-1	8	-3	-13	-3	7	2
CCCOc1ccc(N2CC(C(=O)NCCc3ccc(OC)c(OC)c3)CC2=O)cc1 (centres undefined)	-1	26	-0.2	-4	5	-3	-19	1	-1	5
CCOC(=O)N1CCC(NC(=S)Nc2ccc3nc(N4CCN(CC)CC4)cc(C)c3c2)CC1	-2	20	1.2	5	7	7	-43	-2	15	-6
CCC(=O)c1ccc(OC(C)C(=O)NC2(C#N)CCCCC2)cc1 (centres undefined)	0	3	0.2	-4	15	-8	6	9	1	0
Cc1cccc([C@@H]2[C@@H]3C(=O)N(Cc4ccccc4)C(=O)[C@@H]3[C@]3(Cc4ccc(Cl)cc4)C(=O)N(c4cccc(Br)c4)C(=O)N23)c1	9	-2	0.1	5	27	4	10	1	-5	0
CCOc1ccc2nc(NC(=O)CCn3cccc3)sc2c1	-1	-50	0.4	-1	8	7	-57	0	24	-4
CC(Cc1ccccc1)NC(=O)CSc1nc2nc3c(cc2c(=O)n1-c1ccccc1)COC(C)(C)C3 (centres undefined)	-4	10	-0.3	2	16	-2	-2	-3	0	3
O=C(O)CSCC(=O)N1CCCN(c2ccc(C(F)(F)F)cn2)CC1	-3	1	-0.1	-6	34	1	-30	0	2	-2
O=C(N/N=C/c1ccccc1OCc1ccccc1)c1cccs1	0	-17	1.0	7	17	19	-44	-4	30	-2

(list continues)
SMILES	HSP90 inh	aSyn UTR inh	HIF act	IEC-6 cytotox	AI-2 QS mod	HSF1 inhib	KLF5 inhibitor	GSK3A inh	HSF-1 act	GSK3beta inhib
O=C(C1CC1)N1CCN=C1SCc1cccc(C(F)(F)F)c1	0	-27	-32	1	15	9	-13	3	14	2
CC(=C1C(=O)c2ccccc2C1=O)N1CCN(C/C=C/c2ccccc2)CC1	5	6	0.0	5	32	6	-7	-5	-8	2
CCCCNC(=O)NNC(=O)c1ccc(F)cc1	3	7	0.0	-2	25	-6	-8	0	19	3
Cc1ccccc1OCCNC(=O)c1ccc2ccccc2n1	2	-149	3.5	7	-78*	44	-81	0	86*	1
CCCCCNC(=O)C1CCC(Cn2c(=S)[nH]c3ccccc3c2=O)CC1 (centres undefined)	-2	31	-0.9	8	34	28	0	10	85*	-2
CCOC(=O)C1CCN(S(=O)(=O)c2ccc(NC(=O)OC)cc2)CC1	5	-9	0.7	6	2	-8	-6	2	-19	-3
CCC1(c2ccccc2)NC(=O)N(CC(=O)c2ccc3c(c2)OCO3)C1=O (centres undefined)	.	4	-0.2	.	21	2	.	-4	0	2
CCCn1nc(Oc2nc(NC(C)C)nc(N(C)C)n2)ccc1=O	-2	22	0.0	1	17	0	-5	7	10	0
COc1cccc(OC)c1OCCOCCn1cnc2ccccc2c1=O	2	-1	-0.2	3	21	-5	-46	-1	1	6
COCCn1c(NC(=S)NC(=O)C2CC2)cc(=O)[nH]c1=O	-2	22	-0.1	-1	14	-9	15	10	-25	5
COC(=O)c1ccccc1NC(=S)N1CCN(c2ccccn2)CC1	3	2	.	2	-1	.	-17	-1	.	-3
N#Cc1c(NC(=O)CSc2ncn(-c3ccccc3)n2)sc2c1CCCC2	2	8	-0.9	0	19	-4	-27	1	-4	2
Cc1cc(C)cc(NC(=O)C(=O)NCC2CCCN2S(=O)(=O)c2cccs2)c1 (centres undefined)	.	9	0.2	.	9	-1	.	4	13	2
CCOC(=O)C1CCCN(C(=O)Nc2cccc(Cl)c2)C1 (centres undefined)	4	4	-0.5	5	8	4	-8	0	14	-1
COc1ccccc1-n1c(SCC(=O)Nc2ccccc2F)nc2[nH]ncc2c1=O	7	10	-0.3	-2	8	6	-13	-2	9	0
O=C(Cc1cccs1)NNC(=S)NCc1ccc(Cl)cc1	-1	0	-0.3	-3	-3	17	-26	.	40	1
CCCCn1c(SC(C)C(=O)c2ccc(OC)cc2)nc2cc(S(N)(=O)=O)ccc21 (centres undefined)	-6	34	0.4	-3	51	7	-20	-3	2	-2
CCOc1ccc2ncc(C(=O)c3ccc(OC)cc3)c(N3CCN(CC)CC3)c2c1	1	9	-0.1	-6	10	-7	-32	.	-1	1
COc1ccc(NCc2nnc(SCc3ccccc3)n2-c2ccc(OC)cc2)cc1	1	21	0.2	-3	-9	-18	6	-1	-26	0
CSc1nc2ccccc2s1	0	5	-0.1	-2	4	2	-15	3	-8	0
CCOC(=O)c1c(C)[nH]c(C(=O)CN2C(=O)NC(C)(CC(C)C)C2=O)c1C (centres undefined)	0	7	0.1	3	16	5	-37	0	20	0
CC(=O)Nc1ccc(Sc2ccccc2C(=O)O)cn1	10	3	0.3	-3	14	-4	-6	0	6	-2
CCOC(=O)c1c(NC(=O)C2C3C=CC(C3)C2C(=O)O)sc2c1CCCC2 (centres undefined)	-1	26	-0.3	4	4	-9	-11	-4	-17	1
COc1ccccc1NC(=O)Cc1nnc(SCC(=O)Nc2ccccc2F)n1C	9	-11	0.1	4	29	-4	-23	0	1	2
CN(C)c1ccc(/C=N/NC(=O)c2ccc(Cn3cc(Br)cn3)o2)cc1	0	-69	1.0	6	18	8	-7	0	27	2
CCN(CC)CCNc1nc(-c2ccc(OC(F)F)cc2)c(C)s1	2	-24	-0.5	1	36	-1	-6	3	-1	-4

Laid out differently: entries from further up.
compound,HSP90 inh,aSyn UTR inh,HIF act,IEC-6 cytotox,AI-2 QS mod,HSF1 inhib,KLF5 inhibitor,GSK3A inh,HSF-1 act,GSK3beta inhib
COC(=O)c1ccccc1NC(=S)N1CCN(c2ccccn2)CC1,3,2,.,2,-1,.,-17,-1,.,-3
N#Cc1c(NC(=O)CSc2ncn(-c3ccccc3)n2)sc2c1CCCC2,2,8,-0.9,0,19,-4,-27,1,-4,2
Cc1cc(C)cc(NC(=O)C(=O)NCC2CCCN2S(=O)(=O)c2cccs2)c1 (centres undefined),.,9,0.2,.,9,-1,.,4,13,2
CCOC(=O)C1CCCN(C(=O)Nc2cccc(Cl)c2)C1 (centres undefined),4,4,-0.5,5,8,4,-8,0,14,-1
COc1ccccc1-n1c(SCC(=O)Nc2ccccc2F)nc2[nH]ncc2c1=O,7,10,-0.3,-2,8,6,-13,-2,9,0
O=C(Cc1cccs1)NNC(=S)NCc1ccc(Cl)cc1,-1,0,-0.3,-3,-3,17,-26,.,40,1
CCCCn1c(SC(C)C(=O)c2ccc(OC)cc2)nc2cc(S(N)(=O)=O)ccc21 (centres undefined),-6,34,0.4,-3,51,7,-20,-3,2,-2
CCOc1ccc2ncc(C(=O)c3ccc(OC)cc3)c(N3CCN(CC)CC3)c2c1,1,9,-0.1,-6,10,-7,-32,.,-1,1
COc1ccc(NCc2nnc(SCc3ccccc3)n2-c2ccc(OC)cc2)cc1,1,21,0.2,-3,-9,-18,6,-1,-26,0
CSc1nc2ccccc2s1,0,5,-0.1,-2,4,2,-15,3,-8,0
CCOC(=O)c1c(C)[nH]c(C(=O)CN2C(=O)NC(C)(CC(C)C)C2=O)c1C (centres undefined),0,7,0.1,3,16,5,-37,0,20,0
CC(=O)Nc1ccc(Sc2ccccc2C(=O)O)cn1,10,3,0.3,-3,14,-4,-6,0,6,-2
CCOC(=O)c1c(NC(=O)C2C3C=CC(C3)C2C(=O)O)sc2c1CCCC2 (centres undefined),-1,26,-0.3,4,4,-9,-11,-4,-17,1

Part of the list above, set out differently:
SMILES,HSP90 inh,aSyn UTR inh,HIF act,IEC-6 cytotox,AI-2 QS mod,HSF1 inhib,KLF5 inhibitor,GSK3A inh,HSF-1 act,GSK3beta inhib
CCOC(=O)C1CCN(S(=O)(=O)c2ccc(NC(=O)OC)cc2)CC1,5,-9,0.7,6,2,-8,-6,2,-19,-3
CCC1(c2ccccc2)NC(=O)N(CC(=O)c2ccc3c(c2)OCO3)C1=O (centres undefined),.,4,-0.2,.,21,2,.,-4,0,2

High-throughput results (PubChem)
